A3G deaminase = blocks human APOBEC3G single-stranded DNA deamination; Q9HC16; recombinant A3G, ssDNA deamination FAM/TAMRA fluorescence; inhibition, % at 20 µM; 0.28% of 330,000 active; AID 493012;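 active = inhibition of at least 40% at 20 µM, with no more than 30% in the related APOBEC3A deaminase screen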;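 also: plate controls were DMSO wells with A3G for no effect and wells lacking A3G enzyme for full effect; some compounds called inactive have numbers as strong as hits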
SENP8 block-1 = SENP8 protease inhibition; inhibition, % at 10 µM; purified SENP8, Z-RLRGG-aminoluciferin cleavage, luminescence; AID 2540; Q96LD8; 1.2% of 330,000 active; in the data active = inhibition above about 50%
SENP8 block-2 = blocks human SENP8 cleavage of Nedd8 substrate; recombinant SENP8, Nedd8 substrate fluorescence; AID 602440; inhibition, % at 20 µM; 0.64% of 360,000 active; in the data active = inhibition mostly above about 40%, no sharp cut-off; inactive = mostly below about 27%
SENP1 FRET inh = blocks the human SENP1 SUMO protease catalytic domain | Q9P0U3 | 0.21% of 360,000 active | recombinant SENP1 catalytic domain, CyPet-SUMO1-YPet FRET cleavage | inhibition, % at 10 µM;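 active = inhibition at least 30% at 10 µM, raw YFP signal under a set limit, fluorescence ratio 0.5 to 1.5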;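 also: 0% = enzyme with DMSO and 100% = no enzyme wells; some results filed as inactive read as strong as hits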
Target sequence (Q9P0U3 419-644 limits assumed): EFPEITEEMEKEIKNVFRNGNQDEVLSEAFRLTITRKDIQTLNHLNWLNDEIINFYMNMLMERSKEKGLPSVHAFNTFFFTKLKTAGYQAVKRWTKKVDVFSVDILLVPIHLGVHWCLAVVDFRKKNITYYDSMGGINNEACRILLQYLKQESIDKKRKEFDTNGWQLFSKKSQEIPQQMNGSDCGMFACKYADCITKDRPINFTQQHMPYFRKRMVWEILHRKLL
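Assay system: hSENP1 catalytic domain, recombinant. Amount: SENP1 enzyme, 20 pM final. Schedule: 50 min reaction, RT, dark. Technique: FRET, CFP and YFP emission. Control set: no-enzyme wells low, DMSO-plus-enzyme wells high control.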
SENP7 inh = SENP7 protease inhibition | Q9BQF6 | recombinant SENP7, Z-RLRGG-aminoluciferin luminescence, 40 min | inhibition, % at 5 µM | 1.5% of 330,000 active;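 active = inhibition above about 50% at the single test dose, limit read from the data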;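 also: plate controls were DMSO with enzyme for no effect and no enzyme buffer wells for full effect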
SENP6 inh = SENP6 protease inhibition; Recombinant SENP6 catalytic domain, aminoluciferin luminescence; inhibition, % at 10 µM; 1.8% of 330,000 active; AID 2599;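 active = inhibition above about 50% at the single tested dose, limit read from the data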;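 also: plate controls were DMSO wells with enzyme for no effect and DMSO wells lacking enzyme for full effect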
Target sequence (Q9GZR1 628-1112 limits assumed): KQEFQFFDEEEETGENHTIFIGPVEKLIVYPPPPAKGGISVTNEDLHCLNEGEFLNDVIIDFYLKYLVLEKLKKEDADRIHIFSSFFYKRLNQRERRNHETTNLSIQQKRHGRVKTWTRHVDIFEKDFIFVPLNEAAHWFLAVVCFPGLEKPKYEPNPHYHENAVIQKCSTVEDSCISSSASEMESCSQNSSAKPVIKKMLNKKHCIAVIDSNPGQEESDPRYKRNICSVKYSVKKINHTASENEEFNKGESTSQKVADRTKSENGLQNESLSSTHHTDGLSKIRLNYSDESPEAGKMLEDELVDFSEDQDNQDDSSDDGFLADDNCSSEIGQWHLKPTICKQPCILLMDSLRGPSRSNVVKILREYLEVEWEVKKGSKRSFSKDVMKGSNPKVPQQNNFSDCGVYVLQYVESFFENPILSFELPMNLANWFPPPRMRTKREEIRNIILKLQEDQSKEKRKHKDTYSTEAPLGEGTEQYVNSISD
UBC13 polyUb = inhibitors of human UBC13 polyubiquitin chain formation; P61088; TR-FRET; inhibition, % at 20 µM; 0.47% of 330,000 active; AID 485273; in the data active = inhibition above about 45%, passing the limit was not always enough
Target sequence (P61088 whole entry, looked up): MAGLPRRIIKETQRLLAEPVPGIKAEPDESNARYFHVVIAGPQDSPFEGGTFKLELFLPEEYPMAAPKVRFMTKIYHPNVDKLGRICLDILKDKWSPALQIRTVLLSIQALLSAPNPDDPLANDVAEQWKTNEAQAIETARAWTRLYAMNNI
Apaf-1 inh = human Apaf-1 inhibition | reconstituted apoptosome caspase-3 activity, DEVD-Rh110 fluorescence | inhibition, % at 20 µM | 0.71% of 330,000 active; active = inhibition of at least 40% at 20 µM;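 also: plate controls were DMSO wells for no effect and DEVD-CHO caspase inhibitor wells for full effect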
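System: Apoptosome proteins | Medium: Hepes pH 7.5 with detergent and BSA | Also added: Cytochrome c trigger plus (Z-DEVD)2-Rh110 caspase-3 substrate | Incubation: 30 min compound preincubation, 50 min activation, room temperature | Detection: Rhodamine 110 fluorescence at Ex 480/Em 540 nm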
Numbers without * were called inactive; i = inactive; x = not tested or not shown. The order is random, and some 3.6% of all compounds hit somewhere here.

SMILES	A3G deaminase	SENP8 block-1	SENP8 block-2	SENP1 FRET inh	SENP7 inh	SENP6 inh	UBC13 polyUb	Apaf-1 inh
COc1ccc2[nH]c(C(=O)N3CCNCC3)cc2c1OC	0	-3	-6	2	-1	-5	4	3
COc1ccc(CNC(=O)CN(c2ccccc2OC)S(=O)(=O)c2cccs2)cc1	-8	6	1	3	-9	-2	14	3
COc1ccccc1CNC(=O)C1CCC(CNS(=O)(=O)c2ccc(NC(C)=O)cc2)CC1 (stereo unspecified)	-2	-4	13	2	-1	4	6	5
COc1ccc(C(=O)N2CCCN(C)CC2)cc1S(=O)(=O)N1CCCc2ccccc21	-4	6	-2	-1	6	13	-6	3
Cc1ccc(OCCNC(=O)C2CC(=O)N(Cc3ccccc3)C2)cc1 (stereo unspecified)	-6	-14	20	0	-8	-26	-11	19
CC(=O)c1ccc(NC(=O)COC(=O)c2c3c(nc4ccccc24)/C(=C\c2cccs2)CCC3)cc1	-4	-8	-300	-50	5	2	-17	2
O=C(Nc1ccc(Cl)c(Cl)c1)Nc1ccccn1	-6	-9	11	1	8	15	4	5
Cc1ccc(S(=O)(=O)N2[C@@H](c3ccccc3)C(C(=O)O)=CC[C@H]2c2ccc(Cl)c(Cl)c2)cc1	-7	-4	12	1	3	-5	-23	21
CC(OC(=O)c1cn(-c2ccccc2)nc1-c1cccnc1)C(N)=O (stereo unspecified)	-5	-1	-6	-1	-1	0	11	-4
CCOc1cc(C(=O)OCC(=O)Nc2ncc(Cl)c(C)c2Cl)ccc1OCC(=O)N1CCOCC1	-8	-9	-59	2	-4	0	-16	14
Cn1cnc(NCc2ccccc2)c1[N+](=O)[O-]	-3	-9	31	-1	0	-17	-1	-5
CCCSc1nnc(NC(=O)Nc2ccccc2)s1	-8	-12	11	0	-5	1	-14	16
Cc1ccc(S(=O)(=O)N(CC(=O)Nc2ccc(C)c(Cl)c2)C(=O)N2CCN(C)CC2)cc1	7	19	24	0	-1	1	-2	14
COc1ccc(Cc2nc3ccc(C(=O)N(C)C(C)c4ccon4)cc3o2)cc1 (stereo unspecified)	5	2	-3	2	8	-9	-7	13
Cc1cc(N2CCN(c3ccccc3)CC2)nc(N2CCOCC2)n1	-3	0	14	1	-4	3	18	3
S=C(NCCN1CCOCC1)Nc1cccc2ccccc12	-4	2	-8	1	9	-3	11	2
COc1ccc(-c2c(C#Cc3ccsc3)c3cc(-c4cccc5[nH]ccc45)ccc3n2C)cc1	-12	-9	-496	-13	-1	-6	-17	4
O=C1C=CC(=O)N1	5	11	7	2	-6	0	-7	-1
CC(=O)c1cccc(-n2nnnc2SCC(=O)Nc2cc(C)on2)c1	-5	-2	6	0	10	-6	3	-2
O=C1CCCC(=O)C1C(c1ccc(Cl)cc1)C1C(=O)CCCC1=O	-6	-16	-1	-1	-7	-9	-7	0
CCN(CC)S(=O)(=O)c1cccc(C(=O)NC2=NCCS2)c1	-9	-1	7	2	-5	10	8	-19
COc1cccc(C2=CC(c3ccccc3)n3ncnc3N2)c1 (stereo unspecified)	-5	0	x	x	-1	-29	9	8
CCOc1ccccc1N1CCN(C(=O)Nc2cccc(Cl)c2)CC1	-6	-3	14	-1	-5	-20	-7	14
CC(C)C(NS(=O)(=O)c1cccc2nsnc12)C(=O)N1CCn2c1nc1ccccc12 (stereo unspecified)	-2	-3	16	2	-5	-7	-3	4
O=C(O)c1cc2c(cc1NC(=O)c1c(F)cccc1F)OCCCO2	-2	7	18	-1	0	16	-1	18

More structures.
SMILES	A3G deaminase	SENP8 block-1	SENP8 block-2	SENP1 FRET inh	SENP7 inh	SENP6 inh	UBC13 polyUb	Apaf-1 inh
CNS(=O)(=O)c1cccc(C(=O)NCC(c2cccs2)N(C)C)c1 (stereo unspecified)	-6	-4	11	-2	3	-8	7	-5
O=C1CNC(=O)/C1=C\c1ccc(O)cc1	-3	0	10	-1	-6	-7	-18	-10
COc1ccc(OCC(=O)N/N=C/c2ccncc2)cc1	-3	11	7	1	-4	-5	-10	-8
CCOC(=O)C1CCN(C(=O)CCS(=O)(=O)c2ccc3c(c2)n(C)c(=O)c(=O)n3C)CC1	-1	-1	-26	0	8	-12	4	1
C=CCNC(=O)COC(=O)c1ccc(Cl)c(S(N)(=O)=O)c1	-7	-11	19	0	-3	-16	-5	-10
COc1cc(/C=N/Nc2ccc([N+](=O)[O-])cc2S(=O)(=O)N2CCOCC2)cc(OC)c1OC	-5	1	-34	-28	-2	-4	-10	-17
COc1ccc(S(=O)(=O)N2CCCCCC2)cc1C(=O)N1CCCC(C(F)(F)F)C1 (stereo unspecified)	-9	1	2	1	4	-18	10	29
CCN(CC(=O)NC1CCS(=O)(=O)C1)S(=O)(=O)c1cc([N+](=O)[O-])ccc1C (stereo unspecified)	-10	-2	19	2	0	-12	-2	0
N#Cc1c(-c2ccccc2Cl)cc(-c2ccccc2)nc1Br	-1	1	-16	-1	7	-12	35	13
CCN(CC)S(=O)(=O)c1ccc(N2CCCC2)c(NC(=O)C2=NN(c3ccccc3)C(=O)CC2)c1	-8	-3	14	1	5	-12	-6	9
O=C(Nc1cccnc1Oc1ccc(Cl)cc1)c1cccc2ccccc12	8	2	17	3	4	-1	4	18
O=C(Cn1cnc(S(=O)(=O)N2CCCCC2)c1)N1CCN(c2ccc([N+](=O)[O-])cc2)CC1	-5	6	14	0	0	13	-17	-5
O=S(=O)(c1ccc(-c2ccon2)s1)N1CCN(c2ccccn2)CC1	-9	-4	16	2	1	-6	0	-15
COc1ccc(-c2nnnn2-c2ccc(F)cc2F)cc1	4	0	17	1	2	-15	-2	1
COc1cc2[nH]c3c(=O)n(CCN(C(C)C)C(C)C)cnc3c2cc1OC	-2	1	-454	1	1	-8	5	4
O=C(N/N=C\c1c(O)ccc2ccccc12)c1ccc(S(=O)(=O)N2CCCCC2)cc1	-178	-2	-12	-25	4	0	-9	10
CCN(C(=O)c1c(OC)cccc1OC)c1nnc(-c2cccnc2)s1	-8	-3	11	2	1	-26	-10	2
Cc1cc(NC(=O)c2cc(F)c(F)cc2Cl)no1	0	8	8	-2	-2	6	2	7
CCCCn1c(CN2CCN(c3ccc(F)cc3)CC2)nc2c1c(=O)n(C)c(=O)n2C	-8	-11	23	-2	11	-6	0	10
Cn1cc(S(=O)(=O)N2CCOCC2)cc1C(=O)Nc1cccc(Cl)c1	-8	9	0	2	-3	-6	13	-6
COc1cccc(C(=O)Nc2cc(-c3cn4cccnc4n3)ccc2C)c1	-5	-2	-414	-7	-3	-13	16	2
COCCn1nnnc1CN(CCc1ccccc1)Cc1cc2cc(OC)ccc2[nH]c1=O	4	-3	-301	-19	14	11	7	7
CCCc1nc(SCC(=O)Nc2nc3c(s2)CCCC3)c2ccccc2n1	-10	4	13	0	0	7	19	-2
CCOC(=O)c1ccc2c(c1)nc(SCC(=O)c1cc3ccccc3o1)n2CC	-7	5	-38	-12	0	-13	-10	32
CCOc1cc(N2CCOCC2)c(OCC)cc1NC(=O)CN1C(=O)NC2(CCCCC2)C1=O	4	1	8	-1	7	-2	-13	8

(cont.)
SMILES	A3G deaminase	SENP8 block-1	SENP8 block-2	SENP1 FRET inh	SENP7 inh	SENP6 inh	UBC13 polyUb	Apaf-1 inh
O=C(CCl)N=c1sccn1Cc1ccccc1Cl	-4	4	11	0	5	-11	-6	-1
Brc1ccc(OCc2ccccc2)c(CNCC2CCCO2)c1 (stereo unspecified)	0	-2	5	1	2	2	2	3
Cc1ccc(NC(=O)c2ccc(NCC3CCCO3)c([N+](=O)[O-])c2)cc1Cl (stereo unspecified)	16	-4	37	29	-6	1	-55	-2
O=C(O)CC(CC(=O)Nc1ccc(Oc2ccccc2)cc1)c1ccccc1 (stereo unspecified)	-4	0	3	0	4	4	-2	-25
Cc1nn(-c2ccc(F)cc2)c(Cl)c1/C=C(\CC(=O)O)c1nc2ccccc2s1	-9	-5	-26	-3	5	-5	-16	3
COc1ccccc1C(CNC(=O)CN(C)S(=O)(=O)c1ccc(C)cc1)N1CCCC1 (stereo unspecified)	6	-4	24	-2	-2	-10	-4	24
Cc1c(C(=O)NCC2CCCO2)cccc1[N+](=O)[O-] (stereo unspecified)	-6	1	16	-1	0	-21	8	-7
COc1ccc([N+](=O)[O-])c(OC)c1C(=O)Nc1ccc(F)cc1F	-9	2	9	4	1	0	-3	-13
O=C(NCc1cccs1)C1CC1	-8	-2	5	0	2	-17	-1	-1
Cc1ccc(CNC(=O)c2ccc[nH]2)cc1	4	0	19	4	5	-8	5	1
CCCCN1C(=O)CC(Sc2ncccc2C(=O)O)C1=O (stereo unspecified)	-4	1	10	3	-6	-8	-7	-3
CN1CCN(S(=O)(=O)c2cccc(C(=O)Oc3ccc(C(C)(C)C)cc3)c2)CC1	-8	2	12	0	10	-16	5	40
N=C1C(c2nc3ccccc3c(=O)[nH]2)=C(O)CN1CCO	-2	-7	i	-18	-2	-8	9	0
Cc1cn(COC/C=C/c2ccccc2)c(=O)[nH]c1=O	-1	-1	9	1	7	-20	0	-15
Cc1ccc(/C=C2/NC(=O)N(Cc3ccccc3F)C2=O)s1	-3	5	-57	-26	0	5	-1	-3
Cc1ccc(Cc2c(C)nc3nc(SCC(=O)NCCCN4CCCCC4)nn3c2C)cc1	-5	-10	7	1	-2	-25	1	10
CCN(CC)CCn1c2c(c(SCC(=O)Nc3cc(OC)cc(OC)c3)nc1=O)CCC2	-3	-9	15	-1	-9	-23	4	2
c1cc(CSc2nnc(-c3ccc4c(c3)OCO4)o2)ccn1	-1	-9	18	1	5	-6	6	5
Cc1cccc(C(=O)Nc2ccc(S(=O)(=O)N3CCOCC3)cc2)c1[N+](=O)[O-]	-10	5	6	1	-3	-2	6	-3
O=C(NCCC(=O)N(Cc1ccco1)Cc1cccs1)c1ccc(Br)cc1	-4	5	8	-3	7	-7	21	39
C=CCOC(=O)C(=O)/C=C/c1csc2ccccc12	-12	-1	-27	-20	-8	1	1	7
Cc1ccc(NC(=O)COC(=O)c2ccc3c(c2)OCCO3)cc1	-1	-2	7	2	-2	-1	4	1
CCOc1ccccc1/C=c1\sc2nc(-c3ccco3)nn2c1=O	42	-4	3	-1	-11	-20	-13	20
Cc1ccc(NC(=O)CCCN2C(=S)NC(C)(C)CC2C)cc1 (stereo unspecified)	-5	-7	11	-1	-10	-29	-9	14
O=C1CCN(S(=O)(=O)c2ccccc2)C2CCCCC12 (stereo unspecified)	-1	0	21	2	-6	-9	4	0
COc1ccc(C(=O)NN2CCOCC2)cc1[N+](=O)[O-]	-6	-5	2	1	7	-18	-3	2

4 compounds drawn at random from those above:
SMILES	A3G deaminase	SENP8 block-1	SENP8 block-2	SENP1 FRET inh	SENP7 inh	SENP6 inh	UBC13 polyUb	Apaf-1 inh
Cc1ccc(NC(=O)CCCN2C(=S)NC(C)(C)CC2C)cc1 (stereo unspecified)	-5	-7	11	-1	-10	-29	-9	14
O=C(CCl)N=c1sccn1Cc1ccccc1Cl	-4	4	11	0	5	-11	-6	-1
Cc1cccc(C(=O)Nc2ccc(S(=O)(=O)N3CCOCC3)cc2)c1[N+](=O)[O-]	-10	5	6	1	-3	-2	6	-3
Cc1ccc(/C=C2/NC(=O)N(Cc3ccccc3F)C2=O)s1	-3	5	-57	-26	0	5	-1	-3

In another format: results already given
COc1ccc([N+](=O)[O-])c(OC)c1C(=O)Nc1ccc(F)cc1F
  A3G deaminase: -9
  SENP8 block-1: 2
  SENP8 block-2: 9
  SENP1 FRET inh: 4
  SENP7 inh: 1
  SENP6 inh: 0
  UBC13 polyUb: -3
  Apaf-1 inh: -13
Cc1cn(COC/C=C/c2ccccc2)c(=O)[nH]c1=O
  A3G deaminase: -1
  SENP8 block-1: -1
  SENP8 block-2: 9
  SENP1 FRET inh: 1
  SENP7 inh: 7
  SENP6 inh: -20
  UBC13 polyUb: 0
  Apaf-1 inh: -15

Compound activity from PubChem BioAssay.
